# Screening results as filed in PubChem BioAssay.
# CHO-K1 Ca antag: counter-screen for M1 antagonists: effect in parental CHO-K1 cells | ATP-induced calcium, Fluo-8 fluorescence | hit rate 0.6% among 360,000 | inhibition, % at 3 µM;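 active = inhibition above a per-plate cutoff, the plate's mean sample inhibition plus 3 SD, cut at about 24% in these data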;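 also: 0% = DMSO plus EC80 ATP and 100% = DMSO alone without ATP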
# CHRM4 antagonist: human M4 muscarinic receptor antagonists, primary screen, CHO cells, Fluo-8 calcium fluorescence; Muscarinic acetylcholine receptor M4 (Homo sapiens), P08173; CHO-hM4 cells, ACh EC80; inhibition, % at 3 µM; hit rate 0.73% among 360,000; AID 624125, 2012;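 active = inhibition above its plate's cutoff, the mean inhibition of sample wells plus 3 SD, cut at about 27% in these data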;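 also: 0% = acetylcholine EC80 with DMSO and 100% = DMSO without agonist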
# Target sequence (P08173 whole entry, looked up): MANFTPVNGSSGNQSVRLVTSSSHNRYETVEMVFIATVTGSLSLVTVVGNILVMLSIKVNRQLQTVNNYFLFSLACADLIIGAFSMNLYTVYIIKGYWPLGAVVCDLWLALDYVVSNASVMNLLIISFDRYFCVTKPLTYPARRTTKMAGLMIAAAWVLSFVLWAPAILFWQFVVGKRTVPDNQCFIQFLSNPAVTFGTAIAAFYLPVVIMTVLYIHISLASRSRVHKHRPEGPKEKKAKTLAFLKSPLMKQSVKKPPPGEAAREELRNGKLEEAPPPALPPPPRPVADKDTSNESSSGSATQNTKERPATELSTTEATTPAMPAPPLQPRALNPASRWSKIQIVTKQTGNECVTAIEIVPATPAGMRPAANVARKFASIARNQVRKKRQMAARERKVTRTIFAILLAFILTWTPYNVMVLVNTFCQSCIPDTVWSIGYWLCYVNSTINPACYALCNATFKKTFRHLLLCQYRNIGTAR
# CHRM1 antagonist: human M1 muscarinic receptor antagonists, primary screen, CHO-K1 cells, Fluo-8 calcium fluorescence, 1536-well. CHO-K1 hM1, ACh EC80 antagonist. inhibition, % at 3 µM. hit rate 1.3% among 360,000. AID 588852, 2011;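 active = percent inhibition above its own plate's cutoff, namely the mean of that plate's compound wells plus 3 SD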;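 also: peak over basal fluorescence ratio during 140 s after agonist addition; 0% = ACh EC80 plus DMSO and 100% = DMSO alone without agonist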
# CHO parental Ca: ATP-evoked calcium signal inhibitors, parental CHO, primary screen, counter-screen for OX1R antagonist project, cell-based, fluorescence, Fluo-8 calcium dye | hit rate 0.63% among 330,000 | inhibition, % at 5.6 µM | parental CHO-K1, ATP-induced calcium, Fluo-8 fluorescence | AID 463079, 2010;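 active = inhibition above that plate's mean sample inhibition plus 3 SD, cut at about 26% in these data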;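 also: 0% = ATP-challenged DMSO wells and 100% = DMSO wells without ATP; some compounds past the cut are filed as inactive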
#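 test system = CHO parental line | reagent = ATP stimulus | measured by = intracellular calcium via Fluo-8 no-wash fluorescent dye | control set = ATP and no-ATP DMSO wells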
# CHRM1 PAM: human M1 muscarinic receptor positive allosteric modulators, primary screen, CHO-K1 cells, Fluo-8 calcium fluorescence, 1536-well. Muscarinic acetylcholine receptor M1 (Homo sapiens), P11229. CHO-K1 hM1, ACh EC20; 0% = ACh EC20, 100% = maximal ACh. activation, % at 3 µM. hit rate 0.088% among 360,000. AID 588819, 2011; in the data active = activation above about 19%, passing the limit was not always enough
# M1 ag parental: counter-screen for M1 agonists: effect in parental CHO-K1 cells. AID 602248, 2012. hit rate 0.48% among 360,000. activation, % at 3 µM. Fluo-8 calcium fluorescence; scaled to maximal ATP response, vehicle zero; in the data active = activation above about 15%;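 also: untransfected CHO-K1 host cells lacking M1 receptor as counterscreen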
# OXTR potentiate: human OXTR potentiators, primary screen, fluorescence, CHO-OTR cells, Fluo-8 calcium | Oxytocin receptor (Homo sapiens), P30559 | Fluo-8 calcium fluorescence, potentiator mode; 0% = oxytocin EC15, 100% = EC100 | activation, % at 3 µM | hit rate 0.061% among 320,000 | AID 2445, 2010;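 active = activation above that plate's cutoff, the mean activation of tested compounds plus 3 SD, cut at about 6.6% in these data, passing the limit was not always enough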;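 also: 100% uses oxytocin at 75 nM as the full agonist control; some results filed as inactive read as strong as hits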
# Target sequence (P30559 whole entry, looked up): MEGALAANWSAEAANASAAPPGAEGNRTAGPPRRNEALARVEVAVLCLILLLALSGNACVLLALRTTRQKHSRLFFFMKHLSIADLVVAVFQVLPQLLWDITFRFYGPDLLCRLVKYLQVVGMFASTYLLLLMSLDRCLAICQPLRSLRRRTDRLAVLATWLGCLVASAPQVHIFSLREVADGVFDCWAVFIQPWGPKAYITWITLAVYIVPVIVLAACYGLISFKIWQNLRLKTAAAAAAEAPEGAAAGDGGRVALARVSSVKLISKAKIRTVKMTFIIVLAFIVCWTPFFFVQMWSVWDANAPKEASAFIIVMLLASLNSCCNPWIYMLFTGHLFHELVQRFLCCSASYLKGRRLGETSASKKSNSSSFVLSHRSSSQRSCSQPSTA
#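 System: human OTR in CHO cells; Also added: sub-maximal oxytocin, roughly EC15; Timing: compound 6 min at room temperature before oxytocin, 100 s read; Technique: Fluo-8 intracellular calcium fluorescence, ex 470-495, em 515-575 nm; Controls: oxytocin EC15 low and EC100 high; Replication: singlicate.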
# M1 ag: human M1 muscarinic receptor agonists, primary screen, Fluo-8 calcium fluorescence, CHO-K1 cells, HTS; activation, % at 3 µM; Muscarinic acetylcholine receptor M1 (Homo sapiens), P11229; AID 588814, 2011; hit rate 0.33% among 360,000; CHO-K1 hM1, agonist mode; 0% DMSO, 100% acetylcholine EC100;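 active = activation above the run's mean compound activation plus 3 SD, cut at about 16% in these data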;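 also: peak over basal fluorescence ratio within a 140 s kinetic read after compound addition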
# CHRM4 agonist: human M4 muscarinic receptor agonists, primary screen, CHO-K1 cells, Fluo-8 calcium fluorescence. CHO-K1 hM4/Gqi5; vehicle 0%, full acetylcholine response 100%. activation, % at 3 µM. hit rate 0.14% among 360,000. AID 624127, 2012;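 active = activation above the run mean over all test wells plus 3 SD, cut at about 32% in these data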;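 also: peak over basal fluorescence ratio per well then scaled between controls; 0% = DMSO wells and 100% = acetylcholine at EC100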
# * marks the source's active call; other numbers are inactive results; . = no result given.
# Field names: A = CHO-K1 Ca antag; B = CHRM4 antagonist; C = CHRM1 antagonist; D = CHO parental Ca; E = CHRM1 PAM; F = M1 ag parental; G = OXTR potentiate; H = M1 ag; I = CHRM4 agonist
SMILES: NC(=O)CSC1=N/C(=C\c2ccco2)C(=O)N1c1ccc(OC(F)F)cc1
  A: -2	B: -3	C: 9	D: 2	E: 0	F: 0.6	G: -10	H: 3	I: 4
SMILES: COc1ccc(-n2nc(C(=O)NCC(=O)Nc3ccccn3)c3ccccc3c2=O)cc1
  A: -3	B: 5	C: -10	D: -11	E: 14	F: 1.1	G: -2	H: -3	I: 0
SMILES: O=C(CSc1n[nH]c(-c2ccccc2)n1)Nc1ccc(F)cc1F
  A: -8	B: -13	C: -7	D: -7	E: 4	F: 2.0	G: -5	H: -3	I: 6
SMILES: COc1cccc(C(C(=O)NC(C)(C)C)N(C(=O)CCC(=O)Nc2cc(C)on2)C(C)(C)C)c1OC (stereo not drawn)
  A: -3	B: -6	C: -8	D: -16	E: 7	F: -0.1	G: 6	H: -2	I: 0
SMILES: COC(=O)CCSc1cc([N+](=O)[O-])cc2c1c(C1OCCO1)nn2-c1ccccc1
  A: 8	B: 2	C: -1	D: -21	E: -3	F: -0.7	G: -3	H: -10	I: 1
SMILES: O=C1c2ccccc2CN2C(=O)c3ccccc3CN12
  A: 1	B: 2	C: 2	D: -6	E: -1	F: 0.2	G: 1	H: -1	I: 0
SMILES: Cc1ccc(C(=O)NCCSC(C)(C)C)cc1
  A: -7	B: -14	C: -49	D: -18	E: 8	F: -0.4	G: -1	H: 0	I: 1
SMILES: O=C(CN1C(=O)c2ccccc2S1(=O)=O)Nc1cc(S(=O)(=O)N2CCCCC2)ccc1Cl
  A: -10	B: -2	C: 2	D: .	E: -2	F: 2.5	G: .	H: 0	I: 4
SMILES: CCOP(=O)(Nc1cccc2oc(=O)c3ccccc3c12)OCC
  A: -2	B: -4	C: 8	D: .	E: -6	F: 0.3	G: .	H: -4	I: 4
SMILES: CCC(Sc1nc2ccccc2c(=O)n1CC1CCCO1)C(=O)NCc1cccnc1 (stereo not drawn)
  A: 8	B: 10	C: -5	D: -13	E: 3	F: 0.5	G: -4	H: -5	I: 1
SMILES: COc1ccccc1N1CCN(c2nc(C)cc(=O)[nH]2)CC1
  A: -3	B: -2	C: -25	D: -10	E: 16	F: 0.9	G: -2	H: 1	I: 0
SMILES: COCCN(C(=O)CSc1nnc(Nc2ccccc2F)s1)c1c(N)n(Cc2ccccc2)c(=O)[nH]c1=O
  A: -7	B: -1	C: 0	D: -7	E: 2	F: 0.4	G: -10	H: -2	I: 0
SMILES: CCN(CC)S(=O)(=O)c1cccc(NC(=O)COC(=O)c2cc(C)oc2C)c1
  A: 3	B: 1	C: -5	D: -12	E: 4	F: 2.8	G: -10	H: -2	I: 2
SMILES: COc1ccc(/C=C(\C#N)C(=O)NCCc2ccccc2)cc1OCc1ccccc1
  A: -3	B: -5	C: -7	D: -40	E: 5	F: -0.2	G: 0	H: -4	I: 0
SMILES: CN(C)c1nc2ccccc2c(N)c1-c1ccccc1
  A: 12	B: 4	C: 2	D: -9	E: -2	F: 0.2	G: -4	H: -9	I: 1
SMILES: Cc1cc(-c2n[nH]c(=S)n2/N=C/c2ccco2)n[nH]1
  A: 2	B: 7	C: -4	D: -10	E: 1	F: 0.3	G: 2	H: -3	I: 1
SMILES: O=C(Cn1ncc(N2CCOCC2)c(Cl)c1=O)c1ccc(Cl)cc1
  A: -15	B: -9	C: -10	D: -11	E: 10	F: 0.5	G: -7	H: -5	I: 0
SMILES: Cc1ccc(C(=O)NNc2c3ccccc3nc3ccccc23)cc1
  A: -4	B: -6	C: 1	D: -20	E: 5	F: 0.8	G: -8	H: -2	I: 5
SMILES: COC(=O)c1cc(NC(=O)Cc2cc(OC)c(OC)c(OC)c2)cc(C(=O)OC)c1
  A: -2	B: -4	C: -16	D: -22	E: 8	F: -0.1	G: -21	H: 1	I: 0
SMILES: COc1cc2c(cc1OC)C(c1cccs1)NCC2 (stereo not drawn)
  A: -8	B: -10	C: 7	D: -10	E: -5	F: 0.3	G: -9	H: -3	I: 0
SMILES: O=C(OCc1ccccn1)C1CCN(C(=O)c2ccc(Cl)cc2)CC1
  A: -8	B: -2	C: -19	D: -10	E: 11	F: 1.2	G: -6	H: -4	I: 1
SMILES: Fc1cccc(Cc2c(-c3ccc(Cl)cc3)nc3ccc(Br)cn23)c1
  A: -16	B: -4	C: -16	D: .	E: -2	F: 0.6	G: .	H: -5	I: -1
SMILES: CN(c1ccccc1C(=O)Nc1ccc2c(c1)n(C)c(=O)n2C)S(C)(=O)=O
  A: 6	B: 1	C: -11	D: -1	E: 14	F: 0.0	G: -1	H: -3	I: 1
SMILES: CC1(C(=O)NS(=O)(=O)Cc2cccc(Cl)c2)CCN1C(=O)Cc1ccc(-c2ccccc2)cc1 (stereo not drawn)
  A: 10	B: -10	C: -3	D: .	E: 8	F: -0.6	G: .	H: 0	I: 1
SMILES: Brc1ccc(C=Nc2ccc(Nc3ccccc3)cc2)s1
  A: -2	B: 3	C: -5	D: -7	E: 4	F: -0.2	G: -5	H: -6	I: 2
SMILES: C=C(C)C(=O)O[C@H]1C/C(C)=C\C(=O)/C=C(\C)[C@H](O)[C@@H]2OC(=O)C(=C)[C@@H]21
  A: -8	B: 3	C: -9	D: 16	E: 8	F: 0.3	G: -4	H: -3	I: 1
SMILES: CC(C)(O)C#Cc1ccc(C(=O)N2CCC(C(N)=O)(N3CCCCC3)CC2)o1
  A: -6	B: 15	C: -4	D: .	E: 9	F: 0.1	G: .	H: -3	I: 1
SMILES: Cc1ccc(SCC(=O)NC(=O)NC(C)C)c(C)c1
  A: -4	B: 9	C: -19	D: -8	E: 8	F: -0.1	G: -4	H: -7	I: -1
SMILES: CCOC(=O)c1c(C)[nH]c(C(=O)COC(=O)c2oc3ccc(OC)cc3c2C)c1C
  A: 8	B: 5	C: -14	D: -8	E: 11	F: -0.2	G: -15	H: -1	I: 1
SMILES: Cc1ccc(NC(=O)CCC(=O)N2CCC(c3ccccc3)=N2)cc1S(=O)(=O)N1CCCCC1
  A: -5	B: 0	C: -3	D: .	E: 3	F: 0.1	G: .	H: -1	I: 1

# Look-ups from above.
# `CCOP(=O)(Nc1cccc2oc(=O)c3ccccc3c12)OCC` in CHO-K1 Ca antag: -2
# `Fc1cccc(Cc2c(-c3ccc(Cl)cc3)nc3ccc(Br)cn23)c1` in CHRM1 antagonist: -16

# Back to the main list with the 4 entries that preceded the break.
# Field names: A = CHO-K1 Ca antag; B = CHRM4 antagonist; C = CHRM1 antagonist; D = CHO parental Ca; E = CHRM1 PAM; F = M1 ag parental; G = OXTR potentiate; H = M1 ag; I = CHRM4 agonist
SMILES: CC(C)(O)C#Cc1ccc(C(=O)N2CCC(C(N)=O)(N3CCCCC3)CC2)o1
  A: -6	B: 15	C: -4	D: .	E: 9	F: 0.1	G: .	H: -3	I: 1
SMILES: Cc1ccc(SCC(=O)NC(=O)NC(C)C)c(C)c1
  A: -4	B: 9	C: -19	D: -8	E: 8	F: -0.1	G: -4	H: -7	I: -1
SMILES: CCOC(=O)c1c(C)[nH]c(C(=O)COC(=O)c2oc3ccc(OC)cc3c2C)c1C
  A: 8	B: 5	C: -14	D: -8	E: 11	F: -0.2	G: -15	H: -1	I: 1
SMILES: Cc1ccc(NC(=O)CCC(=O)N2CCC(c3ccccc3)=N2)cc1S(=O)(=O)N1CCCCC1
  A: -5	B: 0	C: -3	D: .	E: 3	F: 0.1	G: .	H: -1	I: 1
SMILES: CCCCN(C1CCS(=O)(=O)C1)S(=O)(=O)c1ccc(OC)c(OC)c1 (stereo not drawn)
  A: -10	B: -12	C: -8	D: 0	E: 7	F: 0.3	G: -3	H: -1	I: 1
SMILES: Cc1c(CC(=O)O)c(=O)oc2c(C)c3occ(-c4ccc(F)cc4)c3cc12
  A: -10	B: -12	C: -19	D: .	E: 17	F: 0.3	G: .	H: -3	I: 2
SMILES: COC(=O)CN1C(c2ccccc2O)Nc2ccc(Br)cc2C1c1ccccc1 (stereo not drawn)
  A: -12	B: 2	C: -3	D: -17	E: -3	F: 0.2	G: 1	H: -9	I: -1
SMILES: COc1ccc(C(=O)N2CCC(N3CCN(c4ccccc4)CC3)CC2)cc1
  A: -3	B: -1	C: -4	D: -17	E: 1	F: 0.7	G: -8	H: -4	I: 1
SMILES: CCOc1ccc(S(=O)(=O)N2CCN(c3ccccn3)CC2)cc1
  A: -8	B: -1	C: 0	D: -15	E: -1	F: 1.9	G: -14	H: -3	I: 1
SMILES: CC(C)C(C)(C#N)NC(=O)CN1C(=O)NC2(CCCc3ccccc32)C1=O (stereo not drawn)
  A: 1	B: 11	C: 5	D: -2	E: 0	F: 0.6	G: -2	H: -3	I: 1
SMILES: COc1ccc(CCNC(=O)COC(=O)Cc2cc(OC)c(OC)c(OC)c2)cc1
  A: 0	B: -8	C: -6	D: -9	E: 7	F: 1.2	G: -2	H: 1	I: 1
SMILES: CC(C)(C)c1ccc(CC(=O)N2CCC2(C)C(=O)NS(=O)(=O)c2cccc(F)c2)cc1 (stereo not drawn)
  A: -7	B: -4	C: -13	D: .	E: 8	F: 0.0	G: .	H: -2	I: 0
SMILES: Cn1nc(C(=O)N2CCN(c3cccc(Cl)c3)CC2)c2c1-c1ccccc1S(=O)(=O)C2
  A: -9	B: -6	C: 11	D: -10	E: -6	F: 11	G: -14	H: 1	I: 22
SMILES: Cc1ccc([N+](=O)[O-])cc1-c1ccc(/C=N/NC(=O)c2cc3c(ccc4ccccc43)o2)o1
  A: 6	B: -8	C: 3	D: -15	E: 3	F: -0.3	G: -5	H: 1	I: 1
SMILES: COc1cccc(/C=N/NC(=O)Cn2nc(C)c([N+](=O)[O-])c2C)c1O
  A: 0	B: 6	C: -10	D: -6	E: 9	F: 0.0	G: 2	H: -8	I: 0
SMILES: O=C(NC1CCCCC1)C(c1ccncc1)N(Cc1ccc2c(c1)OCO2)C(=O)C(F)(F)F (stereo not drawn)
  A: 4	B: 3	C: -3	D: -23	E: 13	F: -0.4	G: -3	H: 3	I: 1
SMILES: O=C(NCCCn1ccnc1)c1ccc(-c2ccccc2)cc1
  A: -2	B: -8	C: -25	D: -14	E: 18	F: 0.7	G: -5	H: -5	I: 2
SMILES: NC(=O)CN1CCN(c2ccccc2F)CC1
  A: -16	B: -5	C: -15	D: -5	E: 5	F: 0.3	G: -10	H: -2	I: 1
